Tb MetRS inh: T. brucei MetRS inhibitors, primary screen, biochemical, luminescence. inhibition, % at 11.9 µM. methionyl-tRNA synthetase (Trypanosoma brucei brucei). purified T. brucei MetRS, ATP depletion, Kinase-Glo luminescence. 360,000 compounds, 0.4% hits;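 active means inhibition above a per-plate cutoff of the control wells' mean inhibition plus 3 SD, cut at about 5.5% in these data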;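 further: 0% = DMSO wells median and 100% = median of wells with control inhibitor compound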
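Dosing: 11.9 µM compound single dose, 0.9% DMSO; Assay system: purified T. brucei MetRS enzyme; Measured by: Kinase-Glo luciferase luminescence reporting remaining unconsumed ATP; Schedule: 15 min plus 2 h at 25 °C.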
Rin1 Abl inh: inhibitors of Rin1-Abl protein binding, primary screen, biochemical, TR-FRET; inhibition, % at 7.35 µM; AID 588664, 2011; 360,000 compounds, 0.4% hits; Tyrosine-protein kinase ABL1 (Homo sapiens) + Ras and Rab interactor 1 (Homo sapiens), …; in the data active means inhibition above about 5%, passing the limit was not always enough
bovine MsrA act: bovine MsrA enzyme activators, primary screen, biochemical, absorbance, HTS; purified bovine MsrA, absorbance read-out; activation, % at 10.6 µM; 360,000 compounds, 0.3% hits; in the data active means activation above about 7.5%;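 further: 0% = vehicle and 100% = reference activator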
FAS TE block: FAS thioesterase domain inhibitors, primary screen, biochemical, fluorescence intensity, uHTS; 360,000 compounds, 0.67% hits; AID 602261, 2012; recombinant FAS-TE, OMFH fluorogenic substrate, fluorescence endpoint; inhibition, % at 15 µM;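 active means compounds whose normalised, plate-corrected inhibition of enzyme fluorescence in the single-dose primary screen is 50% or more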;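 further: 0% = DMSO with enzyme and 100% = substrate without enzyme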
E coli Lon inh: inhibitors of E. coli Lon protease, primary screen, biochemical, fluorescence polarization; P0A9M0; purified E. coli Lon protease; inhibition, % at 7.94 µM; 360,000 compounds, 0.42% hits; AID 602123, 2011; in the data active means inhibition above about 13%, passing the limit was not always enough;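 further: 0% = enzyme with probe and DMSO and 100% = no enzyme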
Neddylation inh: inhibitors of cullin neddylation, primary screen, biochemical, TR-FRET, uHTS, NAE and Ubc12 | AID 651699, 2012 | 360,000 compounds, 0.58% hits | calls only at 25 µM; in the data active means inhibition above about 36%
PABP1 MLLE inh: inhibitors of PABP1 MLLE–PAM2 peptide binding, primary screen, biochemical, fluorescence polarization, FITC-PAM2, GST-MLLE. Polyadenylate-binding protein 1 (Homo sapiens), P11940. inhibition, % at 20 µM. 360,000 compounds, 0.36% hits. AID 588489, 2011; in the data active means inhibition above about 35%, passing the limit was not always enough;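 further: plate controls were DMSO wells with GST-MLLE for no effect and wells lacking GST-MLLE protein for full effect; some results filed as inactive read as strong as hits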
CSN inh: inhibitors of CSN-mediated cullin deneddylation, primary screen, biochemical, fluorescence polarization, uHTS. COP9 signalosome complex subunit 5 (Homo sapiens), Q92905. Purified CSN, SCF-Nedd8-OG deneddylation. inhibition, % at 12.5 µM. 360,000 compounds, 0.38% hits. AID 651999, 2013;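 active means pattern-corrected inhibition above about 35%, with an unprinted fluorescence ratio check between 0.5 and 1.5, limit read from the data, passing the limit was not always enough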;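 further: 0% = enzyme with substrate and 100% = substrate without enzyme; some results filed as inactive read as strong as hits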
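Schedule: reaction 90 min, room temperature / Assay system: HEK293T-derived human Csn5 enzyme / Input: Csn5 at 0.24 nM final / Measure: inhibition of Csn5 cleavage, % / Control set: substrate-only high control, full reaction low control / Technique: fluorescence polarization of the substrate / Buffer or medium: Tris/NaCl/DTT buffer, pH 7.5 / Reagent: SCFSkp2-Nedd8OG substrate at 10 nM final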
MsrA inh: bovine MsrA enzyme inhibitors, primary screen, biochemical, absorbance, HTS; Methionine sulfoxide reductase A (Bos taurus); purified bovine MsrA, absorbance read-out; inhibition, % at 15.5 µM; 360,000 compounds, 0.75% hits; in the data active means inhibition above about 4.5%;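 further: 0% = vehicle wells with enzyme and 100% = reference inhibitor wells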
* = called active by the depositor; i = inactive; nt = not tested or not shown. An unsorted share of the library. Share with any hit: about 4%.

Second line of a record – Tb MetRS inh, Rin1 Abl inh, bovine MsrA act, FAS TE block, E coli Lon inh, Neddylation inh, PABP1 MLLE inh, CSN inh, MsrA inh
CCOC(=O)CCCN1CC(O)=C(c2nc(-c3ccc(Cl)cc3)cs2)C1=N
  -0.7, 3, -4, -1, -17, i, -20, 2, 0.7
CSc1nc(N2CCN(c3ccccc3Cl)CC2)c2ccccc2n1
  -0.7, -4, -5, 30, -5, i, 0, 0, 1.3
CCCCn1c(N)c(N(CCOC)C(=O)C2CCN(C(=O)c3ccccc3C)CC2)c(=O)[nH]c1=O
  -0.2, 1, 1, -5, -11, i, -26, 4, -0.8
CCCCn1c(N)c(N(CC(C)C)C(=O)C2CCN(S(=O)(=O)c3ccc(Cl)cc3)CC2)c(=O)[nH]c1=O
  -0.2, -1, 0, -2, -2, i, -17, -2, 1.0
COc1ccc(OC)c(-c2cc(C(=O)NCc3ccco3)no2)c1
  -1.4, 1, -10, 9, 3, i, 15, -9, 0.9
CCOc1ccc(NC(=O)C2CCCN(S(C)(=O)=O)C2)cc1 (stereo not drawn)
  -1.6, 2, -9, 1, 3, i, 19, -1, -1.0
CN(C(=O)CS(=O)(=O)Cc1ccccc1Cl)c1ccccc1
  -0.7, 0, -4, -9, 14, i, -5, 2, 2.6
O=C(C1CC(=O)N(c2ccc(F)cc2)C1)N1CCOCC1 (stereo not drawn)
  -0.2, 1, -3, -4, -2, i, 7, -2, 1.0
COCCN(CCOC)C(=O)c1ccc(NS(=O)(=O)c2ccc3[nH]c(=O)[nH]c3c2)cc1
  -0.4, 0, -7, -4, -1, i, 2, 3, -1.8
Cc1nc(NC(=O)COC(=O)c2ccc(CO)cc2)c(Cl)cc1Cl
  -0.3, 5, -2, -4, -3, i, 12, 0, 1.3
CC(C)N(C)Cc1nnnn1CC(=O)NCc1cc(F)cc(C(F)(F)F)c1
  0.3, -3, -1, 0, -6, i, 2, 2, -0.1
COc1ccc(N2CCN(C(=O)c3ccc(-c4ccccc4)cc3)CC2)cc1
  -0.2, -1, 0, 0, 1, i, -15, 0, 0.2
Cc1cc(C)c(NC(=O)CSc2ccc3nnc(CCNC(=O)c4ccccc4)n3n2)c(C)c1
  0.5, -3, 0, -8, 3, i, -2, -2, -0.3
COc1ccc(N2CCN(CC(O)COc3ccc(C)cc3C)CC2)cc1 (stereo not drawn)
  0.2, 1, 0, 0, 3, i, 0, -3, 0.2
COc1ccccc1N1CCN(/N=C/C=C/c2ccccc2[N+](=O)[O-])CC1
  -0.2, -3, 4, 33, 1, i, 16, -2, 0.3
COc1ccc(NC(=O)C2CCCN2S(=O)(=O)c2cccc3nsnc23)c(OC)c1 (stereo not drawn)
  -0.3, -6, 0, 0, -9, i, -12, 3, nt
CCCc1nnc(N2C(=O)c3cccc4cccc(c34)C2=O)s1
  -0.1, -3, -6, -2, -3, i, 12, 4, 2.1
O=C(Nc1cc(F)cc(F)c1)c1ccc(NCCCN2CCCCCC2)c([N+](=O)[O-])c1
  -1.1, -10, -6, 0, 7, i, 13, 4, 0.6
CCCCS(=O)CC(COc1ccc(Cl)cc1)OC(=O)c1ccccc1 (stereo not drawn)
  0.0, -1, -2, 21, 4, i, -8, -2, -0.2
Cc1onc(-c2c(F)cccc2Cl)c1C(=O)NCc1ccc(F)cc1
  0.4, 0, 1, 0, 1, i, 0, -1, 0.3
CCNC(=S)N1CCC(C(=O)c2ccc(Cl)cc2)CC1
  -0.5, -3, -3, 3, -8, i, -99, -1, 0.3
O=C(CSc1nc2[nH]ncc2c(=O)[nH]1)Nc1ccccc1C(F)(F)F
  -0.3, 2, 0, -4, -18, i, 12, -7, -0.4
O=C(O)CCn1ccnc1-c1ccccc1
  -0.2, -2, 2, -5, 5, i, 3, 2, 0.5
CC(=O)NC(=S)Nc1ccc(S(=O)(=O)N(C)Cc2ccccc2)cc1
  -0.5, 2, -1, 18, -10, i, 32, -17, -0.4
O=C(NCc1ccc2c(c1)OCO2)c1cccc(Cl)c1
  -0.9, -2, -2, 1, 3, i, 4, 4, -0.7
Nc1[nH]c(C(=O)c2ccccc2)c(-c2ccncc2)c1C(=O)NC1CC1
  -0.7, nt, -4, -8, 1, i, nt, -8, 0.8
CC(=O)c1cccc(NC(=O)c2ccc(NS(C)(=O)=O)cc2)c1
  -0.5, -1, -3, -3, 0, i, -3, 1, -0.1
CCOC(=O)C1CCN(S(=O)(=O)c2cc(Br)cc3c2N(C(=O)C2CC2)CC3)CC1
  -1.0, 1, -10, 13, -7, i, -9, -1, -0.5
Cc1ccc(NCCC(=O)c2cccs2)cc1Cl
  0.5, -5, -1, 8, 4, i, 5, -3, -0.9
O=[N+]([O-])c1ccc(-c2csc(COc3ccccc3)n2)cc1
  -0.3, 2, -4, 19, 9, i, 2, 1, 1.1

Continued; it opens with the 2 that closed the last part.
Second line of a record – Tb MetRS inh, Rin1 Abl inh, bovine MsrA act, FAS TE block, E coli Lon inh, Neddylation inh, PABP1 MLLE inh, CSN inh, MsrA inh
Cc1ccc(NCCC(=O)c2cccs2)cc1Cl
  0.5, -5, -1, 8, 4, i, 5, -3, -0.9
O=[N+]([O-])c1ccc(-c2csc(COc3ccccc3)n2)cc1
  -0.3, 2, -4, 19, 9, i, 2, 1, 1.1
CC1CCCCC1NC(=O)COC(=O)c1ccccc1NC(=O)c1ccco1 (stereo not drawn)
  -0.6, -1, -2, -7, 1, i, -2, -4, 0.0
Cc1ccc(O)c(NC(=O)c2cc([N+](=O)[O-])ccc2Cl)c1
  -0.1, 0, 1, 54*, 0, i, -11, -1, 1.8
CCOC(=O)c1sc(=NC(=O)c2cccs2)n(C)c1C
  -0.8, 1, -14, -3, -5, i, -9, -4, 0.1
COc1ccc(S(=O)(=O)N2CCOCC2)cc1NC(=O)CSc1n[nH]c(C(C)C)n1
  -1.7, 0, -11, -15, -5, i, 11, 10, 0.3
COC(=O)c1ccc(N2C(=O)CC(SCC(=O)Nc3ccc(OC)cc3)C2=O)cc1 (stereo not drawn)
  0.0, 1, -3, -8, 0, i, 23, 0, 0.7
Cc1ccn2cc(-c3cccc(S(=O)(=O)N4CCCCC4)c3)nc2c1
  -0.3, 3, -1, 9, -4, i, -5, -2, 0.7
CC(C)C(=O)N1CCN(c2ccc(NC(=O)c3cccs3)cc2Cl)CC1
  0.3, -2, -1, 1, 4, i, 24, 0, 2.5
CC(=O)Nc1ccc(NC(=O)C(C)OC(=O)[C@@H]2CCCN2C(=O)c2cccs2)cc1 (stereo partly drawn)
  -0.2, 5, -4, -3, -10, i, -13, -3, -0.3
COc1cc(NC(=O)c2cccc(NC3=NC4CS(=O)(=O)CC4S3)c2)cc(OC)c1OC (stereo not drawn)
  0.0, -1, -3, -10, -18, i, -125, 1, 0.1
CCOC(=O)C1(Cc2ccc(OC)cc2)CCN(C(=O)Cn2cnnn2)CC1
  -0.5, 1, -2, 10, 5, i, 6, -6, -0.4
O=S(=O)(c1ccccc1)N1CCN(C(=S)Nc2ccc(F)cc2)CC1
  -0.2, 1, 0, 0, -9, i, -65, -5, -0.3
Cc1cc(C)c2[nH]c(=S)cc(C)c2c1
  -0.1, 1, -6, 0, 8, i, 21, -1, 0.9
O=C(CCN1C(=O)c2ccccc2C1=O)N1CCN(Cc2ccc(Cl)cc2Cl)CC1
  -0.4, -3, -10, 5, -12, i, -1, 2, -0.3
CC(C)(C)n1nnnc1C(c1cc2ccccc2o1)N1CCCC1 (stereo not drawn)
  -0.5, nt, -3, -10, 2, i, nt, -4, 1.4
OC(c1ccccc1)(c1ccccc1)C1CCN(CCCOc2ccc3c(c2)CCCC3)CC1
  -0.9, nt, 2, 13, 9, i, nt, 4, 0.6
O=C(N/N=C/c1cc(Br)cs1)c1c[nH]c2ccccc12
  0.5, -3, -5, 16, 8, i, -4, -2, 4.0
CC1CCCN(C(=O)CN(C)S(=O)(=O)c2ccc3c(c2)c(=O)n(C)c(=O)n3C)C1 (stereo not drawn)
  -1.1, 0, -6, -2, -3, i, 4, 1, -1.3
N#Cc1ccsc1NC(=O)COC(=O)CCCSc1nc2ccccc2s1
  -0.9, 1, -11, 4, -2, i, -18, 1, 0.5
CC(=NCc1ccccc1)c1ccc(O)cc1O
  -0.2, -4, -6, -7, -17, i, 0, -3, 1.9
Cc1ccc(C)c(S(=O)(=O)N2C(=S)NC(=O)C2CC(C)C)c1 (stereo not drawn)
  -0.9, -1, -1, -3, 4, i, -13, -4, 0.3
C[C@@H](C(=O)N[C@@H](Cc1ccccc1)C(=O)O)n1nnc2ccccc2c1=O
  -0.1, -2, -3, -4, -2, i, -9, 0, -1.1
Cc1ccc(NC(=S)N(CCN2CCOCC2)Cc2cc3cc4c(cc3[nH]c2=O)OCO4)cc1
  0.2, 0, -2, -1, 3, i, -58, 4, 0.9
C=CCn1c(SCC(C)=O)nc2sc3c(c2c1=O)CCC3
  -0.7, -3, -2, 0, 4, i, 6, -5, 0.8
COCCNC(=O)C1(C)CCN(C(=O)C2(c3ccc(Cl)cc3)CCCC2)C1 (stereo not drawn)
  -0.3, -3, -11, -10, -3, i, -11, 2, -0.3
COC(=O)CC1C(=O)NCCN1C(=S)Nc1cc(C)cc(C)c1 (stereo not drawn)
  1.3, 1, -5, -10, -6, i, 12, 1, -0.5
Cc1[nH]c(C)c(S(=O)(=O)N2CCC(C)CC2)c1C(=O)N1CCCC1
  -0.9, 1, -5, 1, 1, i, -1, -1, 0.8
CCOC(=O)c1ccc(CC2S/C(=C(\C#N)C(C)=O)NC2=O)cc1 (stereo not drawn)
  0.1, -1, -8, -4, -6, i, -15, 1, 3.3
c1ccc(-c2nc(NCc3cccs3)c3ccccc3n2)cc1
  0.6, 3, -2, 28, 0, i, 4, -3, -0.3
N#C/C(=C\c1ccc(Cl)cc1)c1n[nH]c(Cn2cncn2)n1
  -0.8, -3, -7, -5, 2, i, -2, -2, 3.7
Cc1ccc(S(=O)(=O)N2CCCOC2CNC(=O)C(=O)NCCCn2ccnc2)cc1 (stereo not drawn)
  -0.4, -2, -2, -10, -8, i, -9, -17, -0.7
CCCC(=O)NC1CCCc2c1cnn2-c1ccc(C)c(C)c1 (stereo not drawn)
  -0.2, -1, -3, -1, 0, i, 6, 1, -0.8
CN(C)C(=O)c1ccc(NC(=O)COC(=O)CC23CC4CC(CC(Br)(C4)C2)C3)cc1
  -0.6, -1, -6, 5, 12, i, 10, 11, 0.5
O=C(NCC(=O)N(CC1CCCO1)C(C(=O)NC1CCCCC1)c1ccccc1)c1cccs1 (stereo not drawn)
  -0.8, 2, -5, -6, 4, i, 6, 0, 0.4
CC(C)n1c(SC2CCOC2=O)nc2ccccc21 (stereo not drawn)
  0.3, 2, -2, -5, -5, i, -67, 4, -1.2
Cc1ccc(CN(C)c2ccc(S(=O)(=O)N3CCCC3)cn2)cc1
  0.0, 4, 1, 27, -8, i, -7, 2, 0.9
O=S(=O)(Nc1ccc(N=Nc2ccccc2)cc1)c1ccccc1
  0.4, 0, -2, 25, 14, i, 8, -7, 1.0
CC([NH2+][O-])C(C)(C)NO (stereo not drawn)
  -0.1, -3, -1, -4, 1, i, 15, 1, 1.4
CSc1cccc(NS(=O)(=O)c2ccc(C(C)=O)cc2)c1
  -1.0, -4, -6, 2, -2, i, -8, 4, -0.2

Assay outcomes deposited in PubChem BioAssay by several laboratories.
